Assay outcomes (PubChem BioAssay)
CHOP inh = CHOP inhibition in unfolded protein response; AID 2732; 220,000 compounds, 3.8% hits; CHO-K1 CHOP-promoter luciferase, tunicamycin-induced, 15-18 h; inhibition, % at 10 µM;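 active = compounds that reduced the stress-induced luciferase reporter signal by more than about 70% of percent inhibition, limit read from the data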;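 note: 0% = tunicamycin plus vehicle and 100% = wells without tunicamycin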
EP2 mod = modulates human prostaglandin E2 receptor EP2 signaling; 260,000 compounds, 0.83% hits; induction, % at 25 µM; P43116; AID 940; EP2-expressing cells, cAMP HTRF FRET, PGE2 co-stimulation;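 active = compounds whose cAMP rise, as percent of the full-agonist control response, exceeds 60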;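 note: rat C6 glioma line stably carrying human EP2 under a CMV promoter; the protocol text gives 20 µM as final concentration; 100% = response of wells given 1 µM PGE2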
Target sequence (P43116 whole entry, looked up): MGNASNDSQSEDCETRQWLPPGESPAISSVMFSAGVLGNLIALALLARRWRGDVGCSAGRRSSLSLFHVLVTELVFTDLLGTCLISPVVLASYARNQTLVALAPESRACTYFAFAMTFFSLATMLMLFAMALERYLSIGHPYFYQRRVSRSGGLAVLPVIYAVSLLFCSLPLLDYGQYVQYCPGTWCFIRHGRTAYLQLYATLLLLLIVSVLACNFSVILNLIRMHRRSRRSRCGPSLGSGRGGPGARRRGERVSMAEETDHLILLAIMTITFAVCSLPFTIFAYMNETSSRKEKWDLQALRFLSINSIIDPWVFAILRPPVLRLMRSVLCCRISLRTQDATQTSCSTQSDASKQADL
PPC-1+TRAIL kill = compounds killing PPC-1 cancer cells with TRAIL present (potentiator screen, no TRAIL-free arm). PPC-1 cells + TRAIL, ATPLite viability luminescence. cell killing (% activity), % at 4 µM. 220,000 compounds, 0.41% hits. AID 1443;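 active = cell killing above 50% in the first pass at 4 µM, then a duplicate retest at 5 µM averaging 50% or more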;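 note: plate controls were cells with TRAIL plus DMSO for no effect and medium-only wells lacking cells for full effect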
EP2 antag = blocks the human prostaglandin E2 receptor EP2; P43116; C6 glioma cells expressing human EP2, cAMP TR-FRET; cells stimulated with saturating PGE2; inhibition, % at 25 µM; 260,000 compounds, 0.52% hits;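 active = percent inhibition above 40 after rounding to a whole number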;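 note: rat C6 glioma host cells with rolipram phosphodiesterase inhibitor present; the protocol text gives 20 µM as final concentration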
NPY1 pot ag = human NPY-Y1 potentiation or agonism, primary screen | P25929 | NPY-Y1 expressing cells, potentiator/agonist activation | activation, % at 3.6 µM | 220,000 compounds, 0.37% hits; in the data active = activation above about 33%, passing the limit was not always enough;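 note: cells stimulated with NPY at EC10 then isoproterenol at EC100; 0% = low agonist plus stimulus and 100% = saturating agonist plus stimulus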
NPY Y1 blocker = blocks the human neuropeptide Y Y1 receptor; P25929; inhibition, % at 3.6 µM; AID 1040; 200,000 compounds, 1% hits; HEK293-CNG Y1 cells, membrane potential fluorescence; NPY at EC95, then isoproterenol;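 active = inhibition above the campaign mean inhibition of all tested compounds plus 3 SD, cut at about 20% in these data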;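 note: 0% = DMSO wells given NPY plus isoproterenol and 100% = isoproterenol alone without NPY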
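Assay system: HEK293 Y1/CNG channel cell line; Doses: single compound dose of 3.6 µM, 0.4% DMSO; Timing: dye 3 h, compound 60 min room temperature, stimulation 45 min; Technique: Membrane-potential fluorescent dye readout; Measure: % inhibition of NPY effect.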
TRPML3 ag = agonists of human TRPML3 channel | HEK293 TRPML3-YFP, Fluo-8 calcium fluorescence; 100% = the carbachol control signal | activation, % at 3 µM | 220,000 compounds, 0.29% hits | AID 1448;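 active = activation above its plate's cutoff, the mean activation of the plate's test wells plus 3 SD, cut at about 12% in these data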;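 note: 0% = DMSO only wells and 100% = carbachol wells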
Target sequence (Q8TDD5 whole entry, looked up): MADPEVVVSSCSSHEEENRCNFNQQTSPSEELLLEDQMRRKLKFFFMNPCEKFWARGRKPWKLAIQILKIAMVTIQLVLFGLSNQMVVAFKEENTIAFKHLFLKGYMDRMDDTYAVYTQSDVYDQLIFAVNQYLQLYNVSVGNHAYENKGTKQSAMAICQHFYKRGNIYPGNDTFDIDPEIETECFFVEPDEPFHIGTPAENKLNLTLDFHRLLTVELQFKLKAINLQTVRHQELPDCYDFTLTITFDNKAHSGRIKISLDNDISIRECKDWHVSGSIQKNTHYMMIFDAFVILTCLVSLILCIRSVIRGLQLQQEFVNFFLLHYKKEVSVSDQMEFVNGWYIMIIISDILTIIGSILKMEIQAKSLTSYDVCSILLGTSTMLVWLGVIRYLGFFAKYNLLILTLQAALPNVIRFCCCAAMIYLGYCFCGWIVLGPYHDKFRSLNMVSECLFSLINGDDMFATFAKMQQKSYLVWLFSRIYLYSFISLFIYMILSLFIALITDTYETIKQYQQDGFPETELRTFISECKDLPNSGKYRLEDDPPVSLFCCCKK
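Test system: HEK293 cells stably carrying human TRPML3-YFP; Doses: single dose, 3 µM final nominal compound, 0.3% DMSO final; Schedule: dye loading 1 h 37 °C then 30 min ambient, 125 s read; Technique: Fluo-8 calcium fluorescence; Benchmarks: high control carbachol 87 µM, low control DMSO.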
TRPN1 ag = zebrafish TRPN1 (NompC) channel agonism; HEK293 zebrafish TRPN1-YFP, Fluo-8 calcium fluorescence; 100% = response to 87 µM carbachol; activation, % at 3 µM; 220,000 compounds, 0.18% hits; AID 1424;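 active = activation above its plate's cutoff, the mean activation of test wells on that plate plus 3 SD, cut at about 19% in these data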;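 note: 0% = DMSO alone and 100% = 87 µM carbachol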
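System: zebrafish TRPN1-YFP in HEK293 cells / Dosing: 3 µM single point / Timing: dye loading 1 h at 37 °C, then 30 min room temperature / Signal: Fluo-8 calcium fluorescence, excitation 470-495 nm, emission 515-575 nm / Read-out basis: percent activation from peak over basal fluorescence ratio, control-normalized / Control set: high carbachol 87 µM, low DMSO alone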
14-3-3 Bad inh = disrupts binding of bovine 14-3-3 zeta to phospho-Bad peptide; P63103; TR-FRET 14-3-3zeta/Dy647-pBad peptide displacement, 1 h; inhibition, % at 21.7 µM; 220,000 compounds, 0.71% hits; AID 781;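 active = inhibition above about 70%, limit read from the data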;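 note: 0% = full 14-3-3 plus peptide FRET controls and 100% = background without 14-3-3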
* hit, by the source's call; . = not tested or not shown; & = joins results of further samples; [ ] = another dose, or the depositor's remark. Only part of the results is shown, so the mix of outcomes need not match the whole.

SMILES	CHOP inh	EP2 mod	PPC-1+TRAIL kill	EP2 antag	NPY1 pot ag	NPY Y1 blocker	TRPML3 ag	TRPN1 ag	14-3-3 Bad inh
NC(=O)CC(NC(=O)Cc1cccc2ccccc12)c1ccc(NC2CCCCC2)c([N+](=O)[O-])c1 (configuration not stated)	105.0*	-10.5	10.0	16.0	.	.	.	.	10.7
O=C(NCCCn1ccnc1)C(=O)NCC1OCCN1S(=O)(=O)c1cc(F)ccc1F (configuration not stated)	19.4	-18.9	11.1	6.0	-2.8	.	0.3	1.0	8.4
O=C(NCc1cccs1)Nc1ccc(Cl)cc1	-22.2	-51.0&-32.1	21.2	9.3&11.9	-15.5	-1.9	-0.1	1.8	6.8
O=C(O)C1C2C=CC(O2)C1C(=O)NCc1ccccc1Br (configuration not stated)	31.9	14.0	10.9	4.6	-4.6	0.6	0.5	-0.8	9.8
COc1ccc2[nH]c(C(=O)NCCN3CCCCC3)cc2c1	10.3	-37.2	8.8	7.0	2.1	.	0.5	0.0	-3.9
CC(C)CC1(C)NC(=O)N(CC(=O)NC(=O)Nc2ccc3c(c2)OCCO3)C1=O (configuration not stated)	38.9	-4.9	17.0	12.0	16.0	0.1	0.7	0.0	0.4
CC(C)C1CC(CCN)(c2ccccc2)CCO1 (configuration not stated)	5.7	-8.8	0.9	8.5	14.1	.	-0.6	0.6	8.8
CCC(=O)Nc1c(C(=O)N2CCN(c3ccccn3)CC2)cnn1-c1ccc(Cl)cc1	16.2	-16.2	15.4	10.8	4.3	2.1	0.0	-0.6	-10.7
COC(=O)c1ccccc1OS(=O)(=O)N(C)C	-2.7	-17.4	31.4	4.0	4.5	6.5	1.1	0.4	-13.4
CCCCCCCSc1nsc(N)n1	3.8	-6.7	-7.1	1.3	-0.7	-3.6	-0.2	-1.1	-5.7
COc1cccc(N2CC(C(=O)NC3CCCCC3)CC2=O)c1 (configuration not stated)	4.8	-1.3	4.7	2.6	-9.5	-0.5	0.1	0.4	10.2
CCCc1nc2oc3cc(OC)ccc3c(=O)c2c(=O)n1CCc1ccccc1	-26.6	45.4	-19.8	9.6	-16.6	.	-0.5	4.5	15.3
O=C(C[n+]1cccc2ccccc21)c1ccc([N+](=O)[O-])cc1	0.7	-12.4	23.7	3.8	13.1	-4.4	-0.2	1.7	2.8
Cc1ccc(C(C(=O)NC2CCCC2)N2CCCC(C)C2)cc1 (configuration not stated)	27.3	14.2	3.4	12.4	11.4	-3.4	0.1	0.3	5.3[fluorescence artefact?]
CC(C)c1ccc2nc3sc(C(=O)N4CCc5ccccc5C4)c(N)c3cc2c1	15.5	-7.1	9.0	9.3	-20.4	5.5	-0.9	0.5	-6.0
COc1ccc(O)c(C(=O)c2coc(=N)c(C(=O)Nc3ccc(SC(F)F)cc3)c2)c1	25.8	-51.5	3.2	12.1	9.5	-3.7	1.0	3.1	-3.2
CCCC1CC(C)(C(=O)Cn2[nH]c(=O)ccc2=O)OC1=O (configuration not stated)	34.9	19.8	18.8	.	-6.3	-0.7	0.5	0.6	-0.6
COc1ccc(OC)c(S(=O)(=O)NCc2cn3cccc(C)c3n2)c1	21.8	8.7	10.4	4.2	-10.2	-0.8	0.5	0.7	-6.0
CS(=O)(=O)N(CC(=O)NCc1ccc2c(c1)OCO2)c1cccc(Cl)c1	-6.2	-3.5&-21.4	15.5	7.9&1.6	-21.0	2.9	-0.1	-1.8	4.1
C=CCNC(=O)c1ccc(N(C)S(=O)(=O)c2ccc(OC)cc2)cc1	2.5	-53.6	2.4	8.3	8.2	-3.0	0.0	-0.2	9.1
O=C(Oc1cccc2c(OC(=O)N3CCCC3)cccc12)N1CCCC1	9.3	-10.6&15.5	13.7	11.2&-1.6	8.2	2.8	0.8	-0.5	-0.6[fluorescence artefact?]
OCCN1CCN(C(=S)Nc2ccccc2)CC1	22.3	-25.0	5.1	4.2	-5.6	3.4	0.4	1.7	-2.7
CCOC(=O)c1cccc(NC(=O)CSc2nnnn2C)c1	4.7	-16.1	-15.4	11.3	-8.8	2.2	0.1	0.8	5.1[fluorescence artefact?]
CCc1nc(C)ccc1OC(=O)C12CC3CC(CC(C3)C1)C2	-4.0	26.0	18.4	6.2	-17.2	-1.2	1.4	-0.3	18.0
Cc1ccc(NS(=O)(=O)c2cc([N+](=O)[O-])ccc2NNC(=S)Nc2cc(C)ccc2C)c(C)c1	88.8*	-6.5	20.2	9.9	15.8	-6.0	-0.3	-1.9	-9.9
(further entries)
SMILES	CHOP inh	EP2 mod	PPC-1+TRAIL kill	EP2 antag	NPY1 pot ag	NPY Y1 blocker	TRPML3 ag	TRPN1 ag	14-3-3 Bad inh
O=C(c1cccc2ccccc12)C1CCCN(C(=O)CCCn2cncn2)C1 (configuration not stated)	10.9	-0.1	8.7	4.7	4.4	-1.8	-0.2	-0.3	0.1
O=C(Nc1ccc(NC(=O)c2ccco2)c(Cl)c1)c1ccc2c(c1)OCCO2	13.1	-10.1	25.7	8.7	11.1	.	4.0	2.8	51.0
CC(=O)CC(=O)Nc1cccc2c1CCCC2	36.2	43.6	8.8	16.4	7.5	6.5	0.3	-1.4	7.1
COc1ccc(CCC(=O)Nc2cc(Cl)ccc2N2CCN(C)CC2)cc1	-2.8	-33.2	1.2	3.9	8.0	-2.6	1.3	2.6	4.7
CCOC(=O)N1CCN(C(=O)CSc2nnc(-c3cc(OC)cc(OC)c3)o2)CC1	-3.7	20.6	-1.3	11.3	-17.8	-5.4	-0.1	1.5	-8.3[fluorescence artefact?]
O=C(CC(c1ccco1)S(=O)(=O)c1ccccc1)c1ccc(F)cc1 (configuration not stated)	1.3	9.9	-10.4	7.5	14.9	-5.5	-0.1	-0.2	-4.5
COC(=O)CCCC1=CC2=C(c3ccccc3)C(=O)C(C)(OC(=O)C3CCCC3)C(=O)C2=CN1CCN1CCOCC1 (configuration not stated)	-23.5	33.4	5.6	22.9	.	.	.	.	-7.6
Cc1cc(=O)oc(C)c1C(=O)Nc1ccc(N(C)C)cc1	-3.9	-31.5	7.1	6.3	7.4	.	0.3	2.3	-9.1
CCOC(=O)c1cc(-c2ccccc2)sc1NC(=O)CSc1nnc(N)s1	-5.1	-1.0	-7.1	2.8	0.7	0.9	0.7	-0.4	-10.4
OCC(O)C(O)C(O)C(O)c1nc2ccccc2[nH]1 (configuration not stated)	10.8	5.1	31.9	6.9	-2.5	0.9	0.2	-0.3	-3.6
O=C(NC1(C(F)(F)F)OCCO1)c1ccc(F)cc1	-3.1	3.2	6.5	2.3	14.2	5.0	0.5	-0.6	-4.6
CN1C(=O)C(O)(CC(=O)c2ccccc2O)c2cc(Br)ccc21 (configuration not stated)	15.3&-7.1	-3.3&-32.4	11.3	14.3	10.9	-1.0	0.5	2.4	-5.1&-0.7
COc1ccccc1NC(=O)N1CCN(CCc2ccccc2)CC1	7.4	13.5	-25.9	7.6	-3.9	.	0.6	2.3	-1.9
Cc1cc(C)n2nc(N)c(N=Nc3ccc4c(c3)OCO4)c2n1	-44.0	-14.2	-0.8	17.6	5.5	3.1	0.4	0.6	-16.2
CCOc1ccc(C(=O)Nc2c3c(nn2-c2ccc(F)cc2)CS(=O)C3)cc1 (configuration not stated)	-6.3	0.2	-18.4	8.2	24.2	-4.1	-1.0	0.8	-2.6
CCCn1c(NCc2cc(OC)ccc2OC)nc2ccccc21	2.5	-9.7	16.2	10.0	-26.2	12.8	-1.1	0.3	-7.6[fluorescence artefact?]
CN1CCN(S(=O)(=O)c2ccc(Cc3ccc(S(=O)(=O)N4CCN(C)CC4)cc3)cc2)CC1	19.3	-25.0	3.6	17.4	-8.5	-1.5	1.3	2.0	8.7
CCC(C)(C)NC(=O)c1ccc(Br)o1	-0.7	4.2	12.7	2.9	-14.6	-2.6	1.5	1.7	-3.4
COc1ccc(-c2ccc(CNCCCN3CCOCC3)o2)cc1Cl	-25.4	-2.3	15.0	3.8	23.7	4.2	1.5	-0.6	-5.5
CCn1cc(S(=O)(=O)CC(=O)Nc2cccc(C)c2)c2ccccc21	-3.0	-11.0	9.3	10.5	.	.	.	.	-2.3
CC(=O)Nc1ccc(CN2CCc3c([nH]c4ccccc34)C2c2ccccn2)cc1 (configuration not stated)	15.5	-36.4	4.0	5.8	0.8	-0.5	0.2	0.0	-18.0
COc1ccc(/C=N/NC(=O)C2C(C=C(Cl)Cl)C2(C)C)c(OC)c1 (configuration not stated)	64.7	-90.6	10.6	6.0	3.6	0.8	-0.3	-2.0	-3.9
Cc1ccc2nc(C)cc(OCC(=O)O)c2c1	-18.2	27.7	20.9	10.5	2.0	0.7	1.1	0.4	57.5
Nc1nc2sc3c(c2cc1C(=O)N1CCOCC1)CCCC3	26.9	40.2	0.8	10.8	5.3	1.9	0.5	0.1	56.5
CCSC1=NCCN1S(=O)(=O)c1ccc(F)cc1	18.5	3.8	-13.5	11.9	10.5	-1.9	-0.5	-0.5	-5.2
The list goes on:
SMILES	CHOP inh	EP2 mod	PPC-1+TRAIL kill	EP2 antag	NPY1 pot ag	NPY Y1 blocker	TRPML3 ag	TRPN1 ag	14-3-3 Bad inh
Cn1c(=O)c2c(ncn2CC(O)CNc2cccc(Cl)c2)n(C)c1=O (configuration not stated)	15.1	-23.1	26.3	4.5	-4.8	-1.7	1.9	4.9	2.6
Cc1cccc(NC2(C(F)(F)F)N=C(c3ccccc3)NC2=O)n1 (configuration not stated)	28.3	30.8	0.9	0.5	3.4	-1.1	3.5	5.9	-0.4[fluorescence artefact?]
COC(=O)c1c(-n2c(C)cc(C=O)c2C)sc2c1CCCC2	34.6	26.6	.	18.5	14.1	1.1	-2.0	-3.5	5.3
O=C(CN1CCC(c2nc3ccccc3s2)CC1)N1CCCCC1	24.9	-6.3&-26.0	-0.4	9.6&7.3	12.8	3.5	2.8	2.9	-9.0
O=C(O)C1CCCN1c1ncnc2c1oc1ccccc12 (configuration not stated)	-10.5	25.6	-1.5	5.3	8.5	3.3	0.3	0.0	1.4
CC(=O)Nc1ccc2nc(NC(=O)COc3ccc([N+](=O)[O-])cc3)sc2c1	-16.8	-46.8	14.3	10.8	8.9	1.0	2.6	3.7	4.2

In the list so far, these have a CF3 group:
SMILES	CHOP inh	EP2 mod	PPC-1+TRAIL kill	EP2 antag	NPY1 pot ag	NPY Y1 blocker	TRPML3 ag	TRPN1 ag	14-3-3 Bad inh
O=C(NC1(C(F)(F)F)OCCO1)c1ccc(F)cc1	-3.1	3.2	6.5	2.3	14.2	5.0	0.5	-0.6	-4.6
Cc1cccc(NC2(C(F)(F)F)N=C(c3ccccc3)NC2=O)n1 (configuration not stated)	28.3	30.8	0.9	0.5	3.4	-1.1	3.5	5.9	-0.4[fluorescence artefact?]
